Bioassay records: PubChem BioAssay, NMMLSC
Myeloid diff MLP: compounds promoting myeloid differentiation; ER-HoxA9 myeloid progenitors, lysozyme-GFP differentiation, flow cytometry; calls only at 10 µM; 1% of 360,000 active; AID 624256;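 active means normalized GFP-positive differentiation at or above the plate's own cutoff, the solvent-only control mean plus 3 SD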;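 further: cells exposed to compound for four days before flow analysis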
Myeloid diff MLP GFP+ MAC1+ %: also measured in Myeloid diff MLP; calls as there; GFP+ MAC1+ double positive, %; measured here: differentiation confirmed by MAC1 staining
* = called active by the depositor; i = inactive; + = active, no number; & = joins results of further samples. This is a subset, so the mix of outcomes need not match the whole.

SMILES	Myeloid diff MLP	Myeloid diff MLP GFP+ MAC1+ %
COc1cccc(CNc2nc3cc(-c4ccc(C(=O)N5CCN(C)CC5)cc4)sc3c(=O)n2C)c1	i	1.6
CC(=O)c1cccc(OC(=O)c2ccccc2)c1	i	0.7
CCCn1c(=NC(=O)c2ccncc2)c(C#N)cc2c(=O)n3cccc(C)c3nc21	i	0.4
CC(C)(C)C(=O)Nc1ccc(N2CCN(C(=O)c3cccs3)CC2)cc1	+	2.4*
O=C1CCC(OCc2ccccc2)CCN1[C@H](CSc1ccccc1)Cc1ccccc1 (some centres not stated)	i	1.0
COc1ccc(Cc2c(-c3cccc(Br)c3)nc3ccc(Cl)cn23)c(C)c1	i	0.7
COc1cccc(CN2CCC2(C)C(=O)Nc2ccc(C)cc2)c1F (configuration not stated)	i	2.1
CCCS(=O)(=O)NC(=O)C1(C)CCCN(C(=O)c2nc3ccccc3s2)C1 (configuration not stated)	i	0.8
COc1ccc(C(C(=O)Nc2ccc(F)cc2)N2CCN(C(=O)c3ccco3)CC2)cc1 (configuration not stated)	i	1.6
CC(=O)C1=CCC(c2ccc(F)cc2)N(S(=O)(=O)c2ccc(C)cc2)C1 (configuration not stated)	i	0.5&0.9
CC(=O)Nc1cccc(-c2ccnc3c2CC(C(=O)Nc2cccc(OC(F)(F)F)c2)O3)c1 (configuration not stated)	i	0.2
CC1CCCN(CC(O)CN2CCN(CC(O)CN3CCCC(C)C3)C(C)C2)C1 (configuration not stated)	i	0.7
CCCCNc1c(-c2ccc(SC(C)CC)cc2)nc2ccc(Cl)cn12 (configuration not stated)	i	1.6
NC(=O)N/C=C1\CCCOC1=O	i	1.2
O=[N+]([O-])c1ccc(CC(Cl)c2ccccn2)cc1 (configuration not stated)	i	2.4
CC1=C(C(=O)N(C)C)CC(CC(=O)NC2CCCC2)C(=O)N1CCC1=CCCCC1 (configuration not stated)	i	1.0
COCCNc1ncnc2c1ncn2[C@H]1CN(Cc2ccncc2)C[C@@H](CO)O1	i	0.1
CNC(=O)c1sc(N2N=C3/C(=C\c4ccccc4)CCCC3C2c2ccccc2)nc1C (configuration not stated)	i	1.7
COc1ccc(-c2cc(NC=O)c3ncc(-c4cccc(C(=O)NCCN(C)C)c4)n3c2)c(OC)c1	+	20*
C[C@@H]1CN([C@H](C)CO)C(=O)CCCn2cc(nn2)CO[C@H]1CN(C)S(=O)(=O)c1ccc(F)cc1	i	1.2
O=Cc1c[nH]c2ccc(OCc3ccccc3)cc12	i	0.2
O=S(=O)(c1ccc(Br)cc1F)N1CC[C@H](O)C1	i	0.3
CCN(CCn1cccn1)C(=O)c1ccc(OC2CCN(C(=O)CCOC)CC2)cc1	i	1.8
O=C(OCc1ccccc1)N1CCC2CC1c1c2cccc1N1CCOCC1 (configuration not stated)	i	0.5
CC1(C)OC(=O)C2=C(C[C@@H](C3CCCCC3)O[C@H]2c2ccccc2)O1	i	1.3
COc1ccc(N=C2C=CC(=O)O2)cc1	i	1.1
Cn1ccc2c(-c3ccc(C(F)(F)F)cc3)cc3c(c21)C1CCC3C1 (configuration not stated)	i	0.8
Cc1cc2c(cc1C)NC1(C[C@H]3CCC(=O)N4CC[C@@H](C1)[C@@H]34)C(=NC(C)(C)CC(C)(C)C)N2 (some centres not stated)	i	1.5
CC(C)CNC(=O)C1(C)CCCN1C(=O)c1cncc(Br)c1 (configuration not stated)	i	0.6
O=S(=O)(c1ccccc1)N1CC2CC(Br)C(Br)CC21 (configuration not stated)	i	0.0
Cc1cc(C)c(CN2CCN(CCCn3cnc(C(=O)Nc4ccc(C)c(C)c4)n3)CC2)c(C)c1	i	0.3
C[C@@H]1CN([C@@H](C)CO)C(=O)CCCn2nncc2CO[C@@H]1CN(C)C(=O)CCC(F)(F)F	i	1.0
O=C1CSC(=S)N1N=Cc1cccc(OCc2ccccc2)c1	i	1.2
CC(C)CN(C(=O)C1=COCCO1)c1c(N)n(Cc2ccccc2)c(=O)[nH]c1=O	i	1.3
COc1ccc(OC)c(NC(=O)c2cc(-c3ccc(F)cc3OC(C)C)n[nH]2)c1	i	3.3
CCOC(=O)C1=CCN(S(=O)(=O)c2ccccc2)C1c1ccccc1 (configuration not stated)	i	0.4
O=C1CCCc2ccc3ccccc3c21	i	1.1
COc1ccc(CNC(=O)c2cn(Cc3ccc(OC(C)=O)cc3)c(=O)s2)cc1	i	1.5
CC1(C(=O)NCc2ccccc2)CSCC(=O)N1CCCn1ccnc1 (configuration not stated)	i	4.4
CC(O)(c1ccc(F)c(F)c1)c1nc(/C=C/c2ccccc2)cs1 (configuration not stated)	i	1.5
CCCC#Cc1ccc2c(c1)O[C@@H](CN(C)Cc1ccc3c(c1)OCO3)[C@H](C)CN([C@@H](C)CO)S2(=O)=O	i	0.5
COc1cccc(NC(=O)N(C)C[C@@H]2OCc3cnnn3CCCC(=O)N([C@@H](C)CO)C[C@H]2C)c1	i	1.0
Cc1ccc(C(=O)CCC(=O)OCC(=O)N2CCN(S(=O)(=O)c3ccc(C)cc3C)CC2)cc1	i	0.9
CCc1nc2c(OCc3ccccc3)cccn2c1N(C)C(=O)C(C)C	i	0.6
COc1ccc(-c2cc(CCC(=O)N3CCN(c4cc(C)ccc4C)CC3)on2)cc1	i	1.0
COc1ccc(Br)cc1C(=O)CCC(=O)OCC(=O)Nc1cc(C(N)=O)cc(C(N)=O)c1	i	1.4
CCCCn1nnnc1C1(C)CCC(=O)N1CCc1ccccc1F (configuration not stated)	i	0.8
O=c1c2sc3nc(N4CCOCC4)c4c(c3c2ncn1C(c1ccccc1)c1ccccc1)CCCC4	i	0.6
CSCCNC(=O)C1(C)CCN1C(=O)CCc1ccccc1 (configuration not stated)	i	0.7
CC1CC(=O)c2cc(-c3ccccc3)oc2C1 (configuration not stated)	i	1.2

Pulled one by one from the entries so far (seven):
SMILES	Myeloid diff MLP	Myeloid diff MLP GFP+ MAC1+ %
CCCC#Cc1ccc2c(c1)O[C@@H](CN(C)Cc1ccc3c(c1)OCO3)[C@H](C)CN([C@@H](C)CO)S2(=O)=O	i	0.5
Cc1ccc(C(=O)CCC(=O)OCC(=O)N2CCN(S(=O)(=O)c3ccc(C)cc3C)CC2)cc1	i	0.9
CSCCNC(=O)C1(C)CCN1C(=O)CCc1ccccc1 (configuration not stated)	i	0.7
CCCCn1nnnc1C1(C)CCC(=O)N1CCc1ccccc1F (configuration not stated)	i	0.8
CCc1nc2c(OCc3ccccc3)cccn2c1N(C)C(=O)C(C)C	i	0.6
COc1ccc(-c2cc(CCC(=O)N3CCN(c4cc(C)ccc4C)CC3)on2)cc1	i	1.0
CC1CC(=O)c2cc(-c3ccccc3)oc2C1 (configuration not stated)	i	1.2

The list goes on:
SMILES	Myeloid diff MLP	Myeloid diff MLP GFP+ MAC1+ %
COc1ccc(Nc2nc3cc(-c4ccsc4)sc3c(=O)n2C)cc1OC	i	1.3
CC(=O)C1=CCC(c2ccccc2)N(S(=O)(=O)c2ccccc2C)C1 (configuration not stated)	i	1.1&1.2
CCc1nc2ccc(C(=O)Nc3cccc(OCC(=O)N(C)C)c3)cn2c1N(CC)CCN(C)C	i	1.3
O=C(C[C@H]1CC[C@@H]2[C@H](COC[C@@H](O)CN2Cc2ccc(Cl)cc2)O1)NCCc1ccccc1	i	2.3
CC(C)(C)c1ccc(S(=O)(=O)Nc2ccc(C(O)(C(F)(F)F)C(F)(F)F)cc2)cc1	i	1.7
Cc1cc(=O)[nH]c2nc3ccccc3n12	i	1.7
CC1(C)CN(Cc2ccccc2)C(=O)[C@H]1CC(=O)Nc1ccc(Br)cc1	i	0.9
CCC(=O)N1CCC1(C)C(=O)Nc1cccc2c1CCCC2 (configuration not stated)	i	1.2
O=C(NCc1ccccc1)C(c1ccccc1F)n1c(=O)c(-c2ccccc2)nc2ccccc21 (configuration not stated)	i	7.5
CN(C)CCC(O)(c1ccccc1)c1ccccc1Cl (configuration not stated)	i	0.8

Exported with bars between the fields: part of the list above.
mol | Myeloid diff MLP | Myeloid diff MLP GFP+ MAC1+ %
COc1ccc(Nc2nc3cc(-c4ccsc4)sc3c(=O)n2C)cc1OC | i | 1.3
CC(=O)C1=CCC(c2ccccc2)N(S(=O)(=O)c2ccccc2C)C1 (configuration not stated) | i | 1.1&1.2
CCc1nc2ccc(C(=O)Nc3cccc(OCC(=O)N(C)C)c3)cn2c1N(CC)CCN(C)C | i | 1.3

(more compounds)
SMILES	Myeloid diff MLP	Myeloid diff MLP GFP+ MAC1+ %
Cc1ccc(S(=O)(=O)N2C[C@H]3C(=O)C[C@@H](c4ccccc4)N(S(=O)(=O)c4ccc(Br)cc4)[C@H]3C[C@H]2c2ccccc2)cc1	+	4.0*
COc1ccc(CN(C)C[C@@H]2OCCCC[C@H](C)Oc3ccc(NC(=O)Nc4ccc(F)cc4)cc3C(=O)N([C@H](C)CO)C[C@H]2C)cc1	i	1.0
Cc1[nH]ncc1Nc1c(C(C)C)cccc1C(C)C	i	0.7
Cc1nc2c(OCc3ccc(C(F)(F)F)cc3)cccn2c1N(C)Cc1cccs1	i	0.2
COc1ccc(N(CC(=O)Nc2ccc(S(=O)(=O)N3CCOCC3)cc2)S(C)(=O)=O)cc1OC	i	0.5
COC(=O)C[C@@H]1C=C[C@H](NS(=O)(=O)c2cccc(F)c2)[C@@H](CO)O1	i	1.5
Cc1ccc(CNC(=O)COc2cccc3c2OC(C)(C)C3)cc1	i	0.2
COc1cc2c(cc1OC)CN(C(=O)CSC1=NCCS1)CC2	i	0.9
COc1c2c(c(OC)c3ccccc13)[C@@]1(OC2)O[C@H](CCO)C[C@H](O)[C@H]1O	i	0.5
COC(=O)[C@@]1(Cc2ccc(F)cc2)[C@H]2c3cc(C(=O)N(C)C)n(Cc4cc(C)n(C)n4)c3C[C@H]2CN1C(=O)c1ccccc1	i	1.7
COC(=O)C1CCN(C2CN(Cc3ccc(C)cc3)S(=O)(=O)C2)CC1 (configuration not stated)	i	1.6
O=C1Cc2cccc(=O)c(O)c2C(=O)O1	i	0.4
CCOc1ccc(CCN2C(=O)C(=O)N([C@@H](Cc3ccc(O)cc3)CN3CCC[C@@H]3CN3C(=O)C(=O)NC[C@@H]3Cc3ccccc3)C[C@@H]2Cc2ccccc2)cc1	i	0.0
C[C@@H]1CN([C@@H](C)CO)C(=O)CCCn2nncc2CO[C@@H]1CN(C)S(=O)(=O)c1cccc(C#N)c1	i	0.9
Cc1cc(C)c(C)c(S(=O)(=O)N2CCNC(=O)C2)c1C	i	1.4
Cc1ccc(CN2C(=O)COc3cc(NS(C)(=O)=O)ccc32)cc1	i	0.3
CN1CCN(c2ccc(CNC(=O)C3(C)Cc4c(-c5ccc6c(c5)OCO6)ccnc4O3)cc2)CC1 (configuration not stated)	i	0.5
CC1(C)C(=O)Nc2ccccc2N1C(=O)COC(=O)CNS(=O)(=O)c1ccc(Br)cc1Cl	i	0.8
CCOC(=O)[C@]12CCCC=C1N(Cc1ccc(Cl)cc1Cl)C(=O)[C@H](CC(=O)N1CCC(c3ccccc3)CC1)C2	i	0.9
CC1=CN(S(=O)(=O)c2ccc(C)cc2)C[C@@H]2[C@H]3CC[C@H](C3)[C@H]12	i	0.5
Cc1nc(NC(=O)c2ccccc2)sc1-c1cc(C(=O)NCCO)nn1Cc1ccccc1	i	3.6
CCOC(Cn1cc([N+](=O)[O-])c(=O)[nH]c1=O)OCC	i	0.5
Cc1cn([C@H]2C[C@H](O)[C@@H](/C=C/C(=O)NCCc3cccs3)O2)c(=O)[nH]c1=O	i	1.1
CCN(C(=O)COC(=O)c1ccc2c(c1)OCO2)c1c(N)n(Cc2ccccc2)c(=O)[nH]c1=O	i	0.7
O=C(Nc1c[nH]c(=O)[nH]c1=O)OCc1ccccc1	i	0.9
C[C@@H](c1ccccc1)N1C[C@H](COCc2ccccc2)Oc2cc(N3CC[C@@H](O)C3)ccc2S1(=O)=O	+	1.9*
O=C1NC(=O)C(c2ccccc2)(c2ccccn2)N1 (configuration not stated)	i	1.3
CN(C)CCCNC(=O)C[C@H]1C[C@H](C(=O)N2CCOCC2)[C@@]2(CCC3CCCC3)c3[nH]c4cc(CCC(=O)N(C)C)ccc4c3CCN2C1=O	i	2.6
COc1cccc(/C=N/NC(=O)c2ccc(-n3cnnn3)cc2)c1	i	0.7
Cc1cc(C(O)c2ncc(-c3ccc(Oc4ccccc4)cc3)[nH]2)ccc1F (configuration not stated)	i	1.0
COc1ccccc1C#CC1=CC(=O)CC(C)(C)C1	i	1.6
O=CN(Cc1ccccc1)c1cc([N+](=O)[O-])ccc1OCc1ccccc1	i	0.9
CCCS(=O)(=O)NC(=O)C1(C)CCCN(C(=O)c2oc3ccccc3c2C)C1 (configuration not stated)	i	0.5
Clc1nc(Cl)c2ncn(-c3ccccc3)c2n1	i	0.7
O=C(NCC1CCCO1)c1cccc(S(=O)(=O)N2CCCCC2)c1 (configuration not stated)	i	0.3
CCN(CC)C(=O)[C@H]1C[C@H](CC(=O)NCCCN(C)C)C(=O)N2CCc3c([nH]c4ccc(Cl)cc34)[C@]12C	i	2.3
COc1cc(OC)cc(OC2(C)CCN(Cc3ccc(OC(C)C)cc3)C2)c1 (configuration not stated)	i	0.6
COc1ccc(OC)c(N(CCN2C(=O)c3ccccc3C2=O)C(=O)CCl)c1	i	1.1
CCCCn1nnnc1C1(C)CCC(=O)N1CCOC (configuration not stated)	i	0.4
COc1ccc(C(C)(O)c2nc(-c3cccc(O)c3)cs2)cc1 (configuration not stated)	i	1.5
CC(=O)N(Cc1ccccc1)C1CC(=O)N(Cc2ccccc2)C1=O (configuration not stated)	i	1.2
Cc1ccc(S(=O)(=O)N2C[C@H]3C(=O)C[C@@H](c4ccccc4)N(S(=O)(=O)c4ccc(C)cc4)[C@H]3C[C@H]2c2ccccc2Cl)cc1	i	0.6
CCOc1ccc(CCNS(=O)(=O)c2c(C)nc3sccn3c2=O)cc1OCC	i	1.6
Cc1c(C(=O)NCc2ccc([N+](=O)[O-])cc2)sc(=O)n1Cc1ccc(-c2ccccc2)cc1	i	7.2
COc1ccc(C(N)c2csc(NC(=O)Nc3ccccc3C(C)(C)C)n2)cc1 (configuration not stated)	i	1.5
